Source: PubChem (several laboratories)
HCV NS3 hel inh = inhibitors of Hepatitis C virus NS3 helicase | actives 0.56% (n = 290,000) | AID 1800 | NS3 helicase DNA unwinding, Cy5 molecular beacon fluorescence | inhibition, % at 10.9 µM;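 active = inhibition above the mean of all tested compounds plus 3 SD, set per campaign, cut at about 35% in these data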;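 note: 0% = DMSO wells and 100% = thioflavine S control wells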
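assay system = NS3 helicase fragment of HCV | buffer or medium = MOPS pH 6.5, MgCl2, DTT, Tween20, BSA | timing = 60 min unwinding reaction at 25 °C after ATP addition | signal = Cy5 beacon fluorescence read at start and 1 h | read-out basis = % inhibition of unwinding | control set = low DMSO, high thioflavine S at 110 µM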
UBC9 SUMO inh = SUMOylation inhibition. P63279. HTRF SUMOylation assay, SAE1/SAE2 + UBC9, in vitro. inhibition, % at 35 µM. actives 0.36% (n = 290,000); in the data active = inhibition above about 50%, passing the limit was not always enough; note: strong numbers were not always called active
Target sequence (P63279 whole entry, looked up): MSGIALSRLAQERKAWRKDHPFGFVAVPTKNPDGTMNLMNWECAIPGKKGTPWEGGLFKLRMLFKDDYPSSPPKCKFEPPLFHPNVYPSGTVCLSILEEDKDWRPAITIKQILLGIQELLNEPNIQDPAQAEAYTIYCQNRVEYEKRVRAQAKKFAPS
IDE cell inh = inhibitors of human insulin-degrading enzyme in cells; P14735; HEK cells, FAbetaB cleavage, fluorescence polarization; inhibition, % at 5.59 µM; actives 0.41% (n = 320,000);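 active = percent inhibition above the average of all tested compounds plus 3 SD, set per screening campaign, cut at about 16% in these data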;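 note: IDE supplied by intact live HEK cells; FP after avidin binding of uncleaved biotin substrate so inhibition keeps polarization high; 0% = DMSO wells and 100% = 60 µM reference IDE inhibitor Ii1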
p-CIP stab down = lowers stability of the mouse p/CIP coactivator protein. F442A p/CIP-EGFP cells, EGFP fluorescence, 16 h. decrease of EGFP signal, % at 10 µM. actives 0.01% (n = 290,000);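 active = EGFP signal decrease of at least 30% at 10 µM or well 3 SD below plate mean, unless failing retest; inactive = the rest, including hits failing retest or dose response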; note: some compounds called inactive have numbers as strong as hits; many of its hits are not listed in these tables
IMP-1 inhibitor = inhibitors of Pseudomonas aeruginosa IMP-1 metallo-beta-lactamase; AID 1556; purified IMP-1, nitrocefin hydrolysis, epi-absorbance fluorescence; actives 0.45% (n = 290,000); inhibition, % at 5.6 µM;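 active = inhibition above the mean plus 3 SD of all compounds in the same screening run, cut at about 4.5% in these data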;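 note: 0% = IMP-1 with DMSO and 100% = DMSO wells lacking enzyme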
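Assay system: purified recombinant IMP-1 beta-lactamase. Input: IMP-1 0.2 nM before substrate addition. Buffer or medium: Zinc- and detergent-supplemented HEPES buffer, pH 7.1. Schedule: 25 °C, 15 min preincubation, 25 min reaction. Signal: Epi-absorbance fluorescence, 480 nm excitation, 530 nm emission. Evaluation: percent inhibition from optical density relative to buffer-blank wells.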
VIM-2 inhibitor = inhibitors of Pseudomonas aeruginosa VIM-2 metallo-beta-lactamase | purified VIM-2, nitrocefin hydrolysis, epi-absorbance fluorescence | inhibition, % at 5.6 µM | actives 0.89% (n = 290,000) | AID 1527;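 active = inhibition above the mean of all tested compounds plus 3 SD, cutoff set per screening run, cut at about 7.5% in these data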;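 note: red hydrolysis product quenches plate fluorescence so inhibitors raise well fluorescence; 0% = enzyme with DMSO and 100% = DMSO without enzyme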
IDE cell activ = IDE (human) activation, cell-based; HEK cells, FAbeta-B cleavage, fluorescence polarization; 0% vehicle, 100% cell-free pure enzyme wells; actives 0.073% (n = 340,000); activation, % at 5.96 µM;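 active = activation above the mean of all tested compounds plus 3 SD, set per screening campaign, cut at about 17% in these data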
CRFBP-R2 block = CRF-BP/CRF-R2 complex antagonism. HEK293 CRF-R2/CRF-BP, CRF-induced calcium fluorescence. inhibition, % at 11.8 µM. actives 0.59% (n = 350,000). AID 588475;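 active = inhibition of the ligand-induced calcium signal above about 50% at the single tested concentration, limit read from the data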
GalR3 antagonist = blocks the human galanin receptor 3; O60755; inhibition, % at 3 µM; actives 0.44% (n = 360,000); HEK293 GalR3-CNG cAMP membrane potential fluorescence; galR3 body fused to GalR1 C-terminus;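 active = inhibition above the screen-wide average plus 3 SD, cut at about 13% in these data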;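 note: forskolin and galanin both at EC90 stimulate the cells; cAMP rise reported by CNG channel membrane potential dye signal; 0% = forskolin plus galanin with DMSO and 100% = forskolin alone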
Target sequence (O60755 1-299 limits assumed): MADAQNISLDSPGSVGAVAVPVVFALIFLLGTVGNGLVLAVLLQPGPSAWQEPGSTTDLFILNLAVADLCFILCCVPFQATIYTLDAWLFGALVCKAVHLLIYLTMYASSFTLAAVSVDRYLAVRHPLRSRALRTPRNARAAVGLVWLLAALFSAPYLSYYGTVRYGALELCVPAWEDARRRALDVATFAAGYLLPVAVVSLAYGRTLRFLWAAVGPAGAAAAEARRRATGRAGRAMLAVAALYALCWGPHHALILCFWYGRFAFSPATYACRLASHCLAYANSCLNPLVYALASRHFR
Starred values were filed as active, the others as inactive.

For CC(=O)N1CCC(C(=O)OCc2ccccc2F)(c2ccccc2)CC1 the results were HCV NS3 hel inh -9, UBC9 SUMO inh 16, IDE cell inh 3, p-CIP stab down -11, IMP-1 inhibitor -0.4, VIM-2 inhibitor -0.7, IDE cell activ -5, CRFBP-R2 block -9 and GalR3 antagonist -5.
Screening COc1cc(/C=N/n2cnnc2-n2nc(C)cc2C)cc([N+](=O)[O-])c1O returned HCV NS3 hel inh 11, UBC9 SUMO inh -3, IDE cell inh -2, p-CIP stab down -14, IMP-1 inhibitor -3.4, VIM-2 inhibitor -1.6, IDE cell activ 1, CRFBP-R2 block 10 and GalR3 antagonist 2.
COC(=O)CCC[C@H]1CC2(C[C@H](CCCO[Si](C)(C)C(C)(C)C)N1C(=O)OC(C)(C)C)OCCO2 was read as IDE cell inh 11, IDE cell activ 7, CRFBP-R2 block 17 and GalR3 antagonist -2.
Screening O=C(NCCC1=CCCCC1)c1ccc(Cl)c(S(=O)(=O)Nc2ccccc2)c1 returned HCV NS3 hel inh -11, UBC9 SUMO inh -14, IDE cell inh 0, p-CIP stab down 8, IMP-1 inhibitor -0.1, VIM-2 inhibitor -0.6, IDE cell activ -3, CRFBP-R2 block -11 and GalR3 antagonist -8.
`Cc1ccc(Nc2nnc(SCC(=O)NCc3ccco3)s2)cc1` gave HCV NS3 hel inh -2, UBC9 SUMO inh -10, p-CIP stab down 1, IMP-1 inhibitor -2.8, VIM-2 inhibitor -2.7, IDE cell activ 1, CRFBP-R2 block 10 and GalR3 antagonist -1.
For O=c1cc(CN2CC(O)Cc3ccc4ccccc4c32)nc2sccn12 (centres undefined) the results were HCV NS3 hel inh 0, UBC9 SUMO inh -1, IDE cell inh -1, p-CIP stab down -2, IMP-1 inhibitor -5.2, VIM-2 inhibitor -2.4, IDE cell activ -2, CRFBP-R2 block -21 and GalR3 antagonist -5.
For COc1ccc(NC2CCCN(C(=O)COc3ccc(Cl)cc3C)C2)cc1OC (centres undefined) the results were HCV NS3 hel inh 4, UBC9 SUMO inh -3, IDE cell inh 3, p-CIP stab down 0, IMP-1 inhibitor -3.0, VIM-2 inhibitor -2.0, IDE cell activ 3, CRFBP-R2 block -2 and GalR3 antagonist -2.
`CCOC(=O)c1sc(Nc2ccc(OCC)cc2)nc1C` gave HCV NS3 hel inh -7, UBC9 SUMO inh 9, IDE cell inh 4, p-CIP stab down -15, IMP-1 inhibitor -2.3, VIM-2 inhibitor -2.8, IDE cell activ -4, CRFBP-R2 block -14 and GalR3 antagonist -6.
CC(=O)NCc1nc2ccccc2n1Cc1ccccc1C was read as HCV NS3 hel inh 9, UBC9 SUMO inh -6, IDE cell inh 4, p-CIP stab down 5, IMP-1 inhibitor -2.3, VIM-2 inhibitor -0.9, IDE cell activ 4, CRFBP-R2 block 0 and GalR3 antagonist 1.
Screening CC(C)(C)CN1CCNC(=O)C1CC(=O)NCCc1ccccc1F (centres undefined) returned HCV NS3 hel inh -5, UBC9 SUMO inh 5, IDE cell inh 1, p-CIP stab down -6, IMP-1 inhibitor 0.1, VIM-2 inhibitor -2.0, IDE cell activ 0, CRFBP-R2 block -9 and GalR3 antagonist -6.
Screening CCOc1ccc(NC(=O)CN(C)S(=O)(=O)c2cccs2)cc1 returned HCV NS3 hel inh 1, UBC9 SUMO inh 13, IDE cell inh 3, p-CIP stab down 1, IMP-1 inhibitor -3.1, VIM-2 inhibitor -4.2, IDE cell activ 1, CRFBP-R2 block -10 and GalR3 antagonist -2.
`CCOC(=O)N1CCOCCOCCN(C(=O)OCC)CCOCC1` gave HCV NS3 hel inh 7, UBC9 SUMO inh 8, IDE cell inh -2, p-CIP stab down -19, IMP-1 inhibitor -1.7, VIM-2 inhibitor -3.7, IDE cell activ 2, CRFBP-R2 block 3 and GalR3 antagonist 3.
`O=c1c2c(nc3c(-c4cccc(Br)c4)c[nH]n13)CCCC2` gave HCV NS3 hel inh 0, UBC9 SUMO inh 4, IDE cell inh 3, p-CIP stab down -5, IMP-1 inhibitor -2.6, VIM-2 inhibitor -3.7, IDE cell activ 7, CRFBP-R2 block 4 and GalR3 antagonist -4.
For COc1ccc(C(=O)C[n+]2ccc3c(c2)nnn3-c2ccccc2)cc1 the results were HCV NS3 hel inh -21, UBC9 SUMO inh 6, IDE cell inh -1, p-CIP stab down -9, IMP-1 inhibitor -1.6, VIM-2 inhibitor -1.3, IDE cell activ -3, CRFBP-R2 block -3 and GalR3 antagonist -2.
For O=C(/C=C/c1ccc(Cl)cc1Cl)N1CCc2ccccc21 the results were HCV NS3 hel inh 1, UBC9 SUMO inh 13, IDE cell inh 1, p-CIP stab down 0, IMP-1 inhibitor -3.1, VIM-2 inhibitor -1.8, IDE cell activ -1, CRFBP-R2 block -3 and GalR3 antagonist -4.
Cc1cc(C(=O)O)ccc1[N+](=O)[O-] was read as IDE cell inh 1, IDE cell activ 4, CRFBP-R2 block 35 and GalR3 antagonist 1.
For COc1cc(O)ccc1/C=N/NC(=O)c1ccc([N+](=O)[O-])cc1 the results were HCV NS3 hel inh -14, UBC9 SUMO inh 14, IDE cell inh 0, p-CIP stab down -11, IMP-1 inhibitor -3.7, VIM-2 inhibitor -0.7, IDE cell activ 5, CRFBP-R2 block 4 and GalR3 antagonist 0.
COc1ccc(Nc2nc3c([nH]2)c(=O)[nH]c(=O)n3C)cc1 was read as HCV NS3 hel inh -1, UBC9 SUMO inh 11, IDE cell inh 0, p-CIP stab down -27, IMP-1 inhibitor -2.6, VIM-2 inhibitor 0.5, IDE cell activ -1, CRFBP-R2 block 7 and GalR3 antagonist -2.
Screening C=CCn1c(SCC(=O)Nc2ccc(F)cc2)nc2ccccc2c1=O returned HCV NS3 hel inh 2, UBC9 SUMO inh 1, IDE cell inh 6, p-CIP stab down -11, IMP-1 inhibitor -3.6, VIM-2 inhibitor -3.7, IDE cell activ 1, CRFBP-R2 block -3 and GalR3 antagonist -14.
CC(C)(CNC(=O)Cc1ccc(Cl)cc1Cl)N1CCCCC1 was read as HCV NS3 hel inh 11, UBC9 SUMO inh 17, IDE cell inh -3, p-CIP stab down -23, IMP-1 inhibitor -2.3, VIM-2 inhibitor -2.2, IDE cell activ 5, CRFBP-R2 block -4 and GalR3 antagonist -5.
Screening O=Cc1ccc(OCc2ccccn2)cc1 returned HCV NS3 hel inh 4, UBC9 SUMO inh 9, IDE cell inh -5, p-CIP stab down 8, IMP-1 inhibitor -1.9, VIM-2 inhibitor -5.2, IDE cell activ 6, CRFBP-R2 block -32 and GalR3 antagonist -1.
Screening Cc1cc(O)cc(C)c1NS(=O)(=O)c1ccc2ccccc2c1 returned HCV NS3 hel inh -4, UBC9 SUMO inh 8, IDE cell inh -3, p-CIP stab down -1, IMP-1 inhibitor -2.0, VIM-2 inhibitor 0.7, IDE cell activ 0, CRFBP-R2 block -2 and GalR3 antagonist -16.
Screening COc1ccc(Cl)cc1CN1CCN(c2nc(C)cc(C)c2C#N)CC1 returned HCV NS3 hel inh -8, UBC9 SUMO inh -5, IDE cell inh 1, p-CIP stab down -9, IMP-1 inhibitor -2.5, VIM-2 inhibitor 1.5, IDE cell activ 2, CRFBP-R2 block 5 and GalR3 antagonist 3.
Screening CC(C)c1nnc(NC(=O)CCC(=O)Nc2ccccc2)s1 returned HCV NS3 hel inh -3, UBC9 SUMO inh 13, IDE cell inh 4, p-CIP stab down 3, IMP-1 inhibitor -2.3, VIM-2 inhibitor -3.1, IDE cell activ 3, CRFBP-R2 block -4 and GalR3 antagonist -3.
For C#CC[N+]1(CC#Cc2cccc3ccccc23)CCOCC1 the results were HCV NS3 hel inh -1, UBC9 SUMO inh 5, IDE cell inh -1, p-CIP stab down -13, IMP-1 inhibitor -2.3, VIM-2 inhibitor 0.8, CRFBP-R2 block 16 and GalR3 antagonist 2.
Screening CCn1c(C)nnc1SCC(=O)Nc1ccc2c(c1)OCCO2 returned HCV NS3 hel inh 27, UBC9 SUMO inh -3, IDE cell inh -5, p-CIP stab down -9, IMP-1 inhibitor -2.5, VIM-2 inhibitor -3.4, IDE cell activ -1, CRFBP-R2 block 2 and GalR3 antagonist -9.
COc1cc(NC(=O)CN2CCC(C)CC2)c(C)cc1[N+](=O)[O-] was read as HCV NS3 hel inh -8, UBC9 SUMO inh 2, IDE cell inh 0, p-CIP stab down -3, IMP-1 inhibitor -2.3, VIM-2 inhibitor -2.9, IDE cell activ 3, CRFBP-R2 block -3 and GalR3 antagonist -4.
O=C(OCCN1CCOCC1)c1ccccc1 was read as HCV NS3 hel inh -4, UBC9 SUMO inh 19, IDE cell inh 1, p-CIP stab down -6, IMP-1 inhibitor 1.8, VIM-2 inhibitor 0.9, IDE cell activ 4, CRFBP-R2 block 5 and GalR3 antagonist -10.
Screening CC1CN(CCCOc2ccc([N+](=O)[O-])cc2)CC(C)O1 (centres undefined) returned HCV NS3 hel inh 4, UBC9 SUMO inh 0, IDE cell inh 0, p-CIP stab down -8, IMP-1 inhibitor -0.1, VIM-2 inhibitor -1.1, IDE cell activ 3, CRFBP-R2 block -2 and GalR3 antagonist 1.
Screening COc1ccc(CNC(=O)CN2C(=O)C3CCCN3c3ncc(Cl)cc32)cc1 (centres undefined) returned HCV NS3 hel inh -5, UBC9 SUMO inh 7, IDE cell inh 6, p-CIP stab down -4, IMP-1 inhibitor -4.7, VIM-2 inhibitor -2.7, IDE cell activ 1, CRFBP-R2 block 10 and GalR3 antagonist -2.
Cc1ccc2nc(-c3ccc(NS(=O)(=O)c4c(C)n(C)c(=O)n(C)c4=O)cc3)sc2c1 was read as HCV NS3 hel inh 36, UBC9 SUMO inh -7, IDE cell inh 10, p-CIP stab down -5, IMP-1 inhibitor 0.3, VIM-2 inhibitor 1.8, IDE cell activ -2, CRFBP-R2 block -19 and GalR3 antagonist -2.
`COc1ccc(CCNC(=S)NC(=O)c2cccc(Cl)c2)cc1OC` gave HCV NS3 hel inh -3, UBC9 SUMO inh 6, IDE cell inh 1, p-CIP stab down -16, IMP-1 inhibitor -1.9, VIM-2 inhibitor -2.2, CRFBP-R2 block 2 and GalR3 antagonist -1.
Screening CCCc1c(O)nc(SCc2ccccc2)[nH]c1=O returned HCV NS3 hel inh 30, UBC9 SUMO inh -3, IDE cell inh -2, p-CIP stab down -2, IMP-1 inhibitor -2.0, VIM-2 inhibitor -0.7, IDE cell activ 4, CRFBP-R2 block -2 and GalR3 antagonist -2.
For Cc1cccc(NC(=O)CSC(N)=O)c1C the results were HCV NS3 hel inh -6, UBC9 SUMO inh 5, IDE cell inh -2, p-CIP stab down 6, IMP-1 inhibitor -3.5, VIM-2 inhibitor -5.7, IDE cell activ 3, CRFBP-R2 block -1 and GalR3 antagonist -5.
CC(c1ccccc1)N1C(=O)/C(=C/c2ccncc2)SC1=S (centres undefined) was read as HCV NS3 hel inh -10, UBC9 SUMO inh 10, IDE cell inh 2, p-CIP stab down -16, IMP-1 inhibitor 0.1, VIM-2 inhibitor -2.3, IDE cell activ 3, CRFBP-R2 block -19 and GalR3 antagonist -3.
